A340 absorber = compound absorbs light at 340 nm. fold change at 10 µM. AID 708. compound absorbance at 340 nm, fold over control. 65,000 tested, under 10 active;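 active = at 10 µM dose, initial 340 nm absorbance at least 2 fold that of control wells; inactive = change under 2 fold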;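 also: initial absorbance extrapolated from kinetic A340 decline of NADH oxidation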
CatL inh = inhibitors of human cathepsin L | purified cathepsin L, fluorogenic substrate, fluorescence | inhibition, %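 (tested at 10 µM)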 | actives 0.17% (n = 58,000) | AID 460; in the data active = inhibition above about 45%;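 also: 0% = enzyme with no compound and 100% = no enzyme blank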
Target sequence (P07711 114-288 limits assumed): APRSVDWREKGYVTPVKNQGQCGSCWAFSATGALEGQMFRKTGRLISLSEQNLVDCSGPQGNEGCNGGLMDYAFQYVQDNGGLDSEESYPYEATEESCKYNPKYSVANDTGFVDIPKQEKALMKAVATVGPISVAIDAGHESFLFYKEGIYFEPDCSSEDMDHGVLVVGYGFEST
Target sequence (P07711 292-333 limits assumed): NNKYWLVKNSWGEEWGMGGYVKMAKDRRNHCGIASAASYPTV
Cathepsin G inh = inhibitors of human cathepsin G | purified enzyme, AMC-tetrapeptide fluorescence, pooled mixtures | P08311 | inhibition, % at 5 µM (by protocol) | actives 0.2% (n = 62,000);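 active = inhibition above 20% in each of the two mixture wells holding the compound; inactive = inhibition of 20% or less in either well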;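 also: 0% = enzyme control without mixture and 100% = blank lacking enzyme; strong numbers were not always called active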
FXIIa mix inh = blocks human factor XIIa in pooled compound mixtures | inhibition, % at 5 µM | actives 0.2% (n = 62,000) | purified FXIIa, fluorogenic substrate | P00748;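 also: 0% = enzyme without compound and 100% = no enzyme blank; some results filed as inactive read as strong as hits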
CatB inh = blocks human cathepsin B protease activity. P07858. purified cathepsin B, fluorogenic substrate, fluorescence. inhibition, %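 (tested at 10 µM)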. actives 0.1% (n = 63,000). AID 453; in the data active = inhibition above about 21%;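 also: 0% = enzyme with no compound and 100% = no enzyme blank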
C1s inh = human complement C1s inhibition; AID 538; purified C1s, fluorogenic AMC substrate, pooled mixtures; mean inhibition % of two 10-compound mixtures (active compounds read high), % at 5 µM (by protocol); P09871; actives 0.16% (n = 62,000);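 active = inhibition above 20% in each of the two 10-compound mixture wells holding the compound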;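 also: 0% = enzyme wells lacking compound mixture and 100% = no-enzyme blank wells; some compounds called inactive have numbers as strong as hits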
CatB mixtures = inhibitors of human cathepsin B in compound mixtures | actives 0.06% (n = 62,000) | inhibition, %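 (ten-compound pools at 5 µM per compound and 50 µM total)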 | Purified cathepsin B, AMC dipeptide fluorescence | AID 488 | P07858; in the data active = inhibition above about 22%, passing the limit was not always enough;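 also: 0% = enzyme without compound and 100% = no enzyme blank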
FXIa mix inh = inhibitors of human coagulation factor XIa, pooled mixtures; P03951; actives 0.19% (n = 62,000); purified FXIa, fluorogenic substrate; inhibition, % at 5 µM;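 also: each value is inhibition by a whole ten-compound pool holding the compound; 0% = enzyme with no mixture and 100% = wells lacking enzyme; strong numbers were not always called active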
Target sequence (P03951 19-387 limits assumed): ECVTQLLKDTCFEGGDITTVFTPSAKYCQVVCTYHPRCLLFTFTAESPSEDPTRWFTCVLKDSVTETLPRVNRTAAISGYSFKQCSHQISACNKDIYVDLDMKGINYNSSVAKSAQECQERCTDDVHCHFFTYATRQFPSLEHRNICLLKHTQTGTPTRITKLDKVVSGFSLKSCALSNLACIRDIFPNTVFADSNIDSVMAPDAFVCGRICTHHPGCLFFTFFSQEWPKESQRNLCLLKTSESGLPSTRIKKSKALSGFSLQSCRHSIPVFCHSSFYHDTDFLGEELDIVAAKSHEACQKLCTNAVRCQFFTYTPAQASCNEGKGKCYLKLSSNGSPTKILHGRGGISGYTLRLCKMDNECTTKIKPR
Target sequence (P03951 388-625 limits assumed): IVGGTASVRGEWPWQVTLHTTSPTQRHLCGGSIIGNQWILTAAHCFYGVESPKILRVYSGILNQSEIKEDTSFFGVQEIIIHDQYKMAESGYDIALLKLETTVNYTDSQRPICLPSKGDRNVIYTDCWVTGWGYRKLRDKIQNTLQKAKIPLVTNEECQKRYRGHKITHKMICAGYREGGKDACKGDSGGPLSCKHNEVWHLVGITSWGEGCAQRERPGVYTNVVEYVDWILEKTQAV
CatS inh = blocks human cathepsin S protease activity. recombinant cathepsin S, AMC dipeptide fluorescence, pooled mixtures. inhibition, %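 (tested at 5 µM per compound within 10-compound mixtures)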. actives 0.06% (n = 62,000); in the data active = inhibition above about 32%, passing the limit was not always enough;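 also: 0% = enzyme without compound and 100% = blank without enzyme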
* marks the source's active call; other numbers are inactive results; / = not tested or not shown. Rule as the data show it, unless noted: active = inhibition above about 20% (passing the limit was not always enough); inactive = the rest. This is a subset, so the mix of outcomes need not match the whole.

nr	SMILES	CatB mixtures	FXIa mix inh	A340 absorber	CatS inh	FXIIa mix inh	C1s inh	CatB inh	Cathepsin G inh	CatL inh
1	COC(=O)c1ccc(NC(=O)CN2C(=O)CSC2=O)cc1	1	1	0.97	-6	5	11	2	11	9
2	Cn1c(SCC(=O)c2ccc3c(c2)OCO3)nnc1-c1ccccn1	0	7	1	21	8	-8	-1	4	22
3	O=C(Nc1ccc(OC(=O)c2cccnc2)cc1)c1cccnc1	-4	5	1	-6	1	-2	-5	-1	-3
4	O=C(Cc1ccc(-n2cccc2)cc1)NCc1cccs1	-2	7	1	4	1	-4	1	2	-4
5	CC(C)(C)C(=O)COC(=O)c1ccc(O)cc1	3	9	1	-1	24	21	-3	10	-1
6	Cc1nn(C)c(C)c1CNC(=O)c1cnn2c1NC(c1ccccc1)CC2C(F)(F)F (stereo not given)	-2	-8	1	-10	-15	-65	-1	-3	/
7	CCOc1ccc(N(CC(=O)Nc2cccc(Cl)c2)S(=O)(=O)c2c(C)noc2C)cc1	5	9	1.1	-2	3	7	4	9	/
8	CC1(C)CC(=O)C=C(N2CCN(C3=CC(=O)CC(C)(C)C3)CC2)C1	-7	-7	1	8	4	-36	1	-2	18
9	CCOC(=O)C1C(=O)NC(SC)=C(C#N)C1c1ccccc1F (stereo not given)	-1	7	1.1	0	2	-8	1	-5	2
10	O=C(NCc1cccnc1)c1cn(-c2ccccc2)nc1-c1cccs1	-1	7	0.98	8	6	6	-1	12	13
11	CCOC(=O)C1CCCCN1Cc1cc(Cl)ccc1O (stereo not given)	4	3	1	-1	14	3	-3	0	1
12	O=C(COC(=O)c1cnccn1)c1ccccc1	-6	-27	1.1	-6	2	-165	-4	-11	23
13	Cc1ccc(-c2nc(-c3ccccn3)no2)cc1	0	8	1	-4	2	13	6	7	/
14	Cc1c(N=Cc2ccco2)c(=O)n(-c2ccccc2)n1C	4	4	1.2	16	7	15	/	10	13
15	Cc1noc(C)c1CN1C(=O)NC(Cc2ccccc2)(Cc2ccccc2)C1=O	2	0	1	7	14	-35	-1	-5	7
16	COCCn1c(SCC(=O)Nc2cccc(C(=O)OC)c2)nc2ccccc2c1=O	-1	4	1	4	9	-1	1	-6	9
17	O=C(Nc1ccc2c(c1)C(=O)N(C1CCCCC1)C2=O)C1CCCO1 (stereo not given)	3	2	1	2	3	4	3	1	-27
18	CCOC(=O)c1sc(NC(=O)CSc2ccccn2)c(C#N)c1C	-3	2	1.1	7	5	6	2	9	24
19	COCC(=O)Nc1c(C(=O)Nc2cccc(OC)c2)oc2ccccc12	5	4	1.1	3	-2	-3	-5	-2	16
20	CC(=O)C(Sc1ncnc2c1nnn2-c1ccc(F)cc1)C(=O)N(C)C (stereo not given)	4	10	0.99	17	-9	-5	1	2	8
21	CCOC(=O)C1=C(C)NC(=O)NC1c1ccc(Cl)cc1Cl (stereo not given)	1	4	1.1	-2	6	14	1	8	12
22	CCOc1ccc(C2C(=O)N(C3CCCCC3)CC(=O)N2CC2CCCO2)cc1OC (stereo not given)	-1	8	1	16	9	-1	4	0	/
23	O=C1CCCN1CN(C(=O)c1ccccc1)c1ccc(F)cc1	2	0	1	-7	7	4	-1	9	-2
24	CN(C)S(=O)(=O)c1cccc(C(=O)N(Cc2ccc(F)cc2)Cc2ccco2)c1	1	-1	1	7	7	-12	8	5	37
25	COc1ccc(C(c2nnnn2CCc2ccccc2)N2CCN(C)CC2)cc1OC (stereo not given)	0	3	1	-3	-5	-3	3	5	3
26	O=C(NCCc1cn2ccccc2n1)c1ccccc1F	2	6	1	-3	12	-6	0	-3	2
27	COCCNC(=O)Cn1ncc2ccsc2c1=O	-2	7	1.1	-4	2	6	0	-5	-2
28	Cc1cc(N2C(=O)CC(N3CCN(c4ccc(C(=O)c5cccs5)cc4)CC3)C2=O)no1 (stereo not given)	12	15	1.1	21	2	9	-2	24	9
29	COc1ccc(Cl)cc1N(CC(=O)Nc1ccc2c(c1)OCCO2)S(C)(=O)=O	1	11	1.1	-2	3	5	4	2	-4
30	O=C(c1ccc(S(=O)(=O)N2CCOCC2)cc1)N(Cc1ccco1)Cc1cccs1	1	7	0.99	-3	-18	6	2	8	4

5 of the entries above in order of their number in CatS inh, smallest number first:
nr | Compound | CatB mixtures | FXIa mix inh | A340 absorber | CatS inh | FXIIa mix inh | C1s inh | CatB inh | Cathepsin G inh | CatL inh
23 | O=C1CCCN1CN(C(=O)c1ccccc1)c1ccc(F)cc1 | 2 | 0 | 1 | -7 | 7 | 4 | -1 | 9 | -2
27 | COCCNC(=O)Cn1ncc2ccsc2c1=O | -2 | 7 | 1.1 | -4 | 2 | 6 | 0 | -5 | -2
21 | CCOC(=O)C1=C(C)NC(=O)NC1c1ccc(Cl)cc1Cl (stereo not given) | 1 | 4 | 1.1 | -2 | 6 | 14 | 1 | 8 | 12
24 | CN(C)S(=O)(=O)c1cccc(C(=O)N(Cc2ccc(F)cc2)Cc2ccco2)c1 | 1 | -1 | 1 | 7 | 7 | -12 | 8 | 5 | 37
22 | CCOc1ccc(C2C(=O)N(C3CCCCC3)CC(=O)N2CC2CCCO2)cc1OC (stereo not given) | -1 | 8 | 1 | 16 | 9 | -1 | 4 | 0 | /

Going on with the list.
nr	SMILES	CatB mixtures	FXIa mix inh	A340 absorber	CatS inh	FXIIa mix inh	C1s inh	CatB inh	Cathepsin G inh	CatL inh
31	COC(=O)c1sc(=S)n(-c2ccccc2)c1N	3	-6	1.1	5	-1	-7	4	6	19
32	CC(=O)Nc1ccc(S(=O)(=O)N2CCN(C(=O)CCC3CCCC3)CC2)cc1	-4	7	1	-5	9	0	-1	0	0
33	O=C(CCSc1nnnn1-c1ccccc1)N1CCOCC1	-3	2	1	8	3	-5	-2	-2	4
34	COc1ccc2c(c1)CCc1c(C(=O)NCc3ccc(F)cc3)noc1-2	4	27	1	-6	4	44*	-1	93*	-18
35	COc1cc2c(=O)n(Cc3ccccc3)c(=O)n(CC(=O)NCc3ccco3)c2cc1OC	7	16	1	14	-17	10	1	7	5
36	CCOc1ccc(C2CC(c3ccc(OC)cc3)n3ncnc3N2)cc1 (stereo not given)	4	4	1	0	1	-11	-4	-4	0
37	O=C(c1ccccc1)N1CC(COc2ccccc2)OC(c2ccco2)O1 (stereo not given)	3	4	1	-1	2	15	1	9	-7
38	CC(C)(C)P(=O)(CO)c1ccccc1 (stereo not given)	5	7	1.1	19	-4	5	5	5	24
39	NS(=O)(=O)c1ccc(CCNC(=O)CCC2COc3ccccc3O2)cc1 (stereo not given)	5	11	1	-5	2	18	5	11	-3
40	COc1ccccc1NC(=O)CSc1nnc(CNC(=O)COc2ccc(Cl)cc2)o1	-1	-1	1	-13	10	-52	-1	-3	-2
41	CCc1ccccc1N(C)C(=O)CCc1nc(-c2ccc(C)cc2)no1	-1	1	0.98	2	9	-35	2	-6	6
42	O=C(CCc1nc2ccccc2[nH]1)Nc1ccc(F)cc1	8	6	1.1	8	6	18	5	8	11
43	Cc1cnc(NC(=O)c2ccc(-c3nc4ccccc4s3)o2)s1	-9	-2	1.1	0	8	-56	4	0	8
44	CCOC(=O)N1CCN(c2nc3c(c(=O)[nH]c(=O)n3C)n2Cc2ccccc2Cl)CC1	-3	7	1	-11	-3	-27	1	6	3
45	Cc1ccc(C)c(/C(O)=C2\C(=O)C(=O)N(Cc3cccnc3)C2c2cccnc2)c1 (stereo not given)	-2	5	1.2	3	11	-3	2	-2	-4
46	Cc1nn(C)c(C)c1S(=O)(=O)N1CCC(C(=O)NC2CCCCC2)CC1	0	2	1	5	0	3	6	8	14
47	Cc1ccc(CNc2ccc(N3CCOCC3)c(C(=O)O)c2)s1	-6	-26	1	2	2	-86	4	-3	12
48	N#CCSc1nnc(C2CCCCC2)n1-c1ccccc1	6	1	0.98	19	7	13	1	13	-7
49	COC(=O)CSc1nc2c(c(-c3ccc(C)o3)c1C#N)CCCC2	-1	1	1	-4	10	-3	0	7	5
50	CNC(=O)CN(C1CCCCC1)S(=O)(=O)c1ccc(F)cc1	-5	-10	1	-6	11	-23	3	-1	-3

Full records, quoted from the list.
Entry for COC(=O)c1sc(=S)n(-c2ccccc2)c1N → CatB mixtures: 3; FXIa mix inh: -6; A340 absorber: 1.1; CatS inh: 5; FXIIa mix inh: -1; C1s inh: -7; CatB inh: 4; Cathepsin G inh: 6; CatL inh: 19
Entry for O=C(Cc1ccc(-n2cccc2)cc1)NCc1cccs1 → CatB mixtures: -2; FXIa mix inh: 7; A340 absorber: 1; CatS inh: 4; FXIIa mix inh: 1; C1s inh: -4; CatB inh: 1; Cathepsin G inh: 2; CatL inh: -4

Quoted at random: 4 compounds from above.
nr	SMILES	CatB mixtures	FXIa mix inh	A340 absorber	CatS inh	FXIIa mix inh	C1s inh	CatB inh	Cathepsin G inh	CatL inh
49	COC(=O)CSc1nc2c(c(-c3ccc(C)o3)c1C#N)CCCC2	-1	1	1	-4	10	-3	0	7	5
48	N#CCSc1nnc(C2CCCCC2)n1-c1ccccc1	6	1	0.98	19	7	13	1	13	-7
44	CCOC(=O)N1CCN(c2nc3c(c(=O)[nH]c(=O)n3C)n2Cc2ccccc2Cl)CC1	-3	7	1	-11	-3	-27	1	6	3
45	Cc1ccc(C)c(/C(O)=C2\C(=O)C(=O)N(Cc3cccnc3)C2c2cccnc2)c1 (stereo not given)	-2	5	1.2	3	11	-3	2	-2	-4

(listing goes on)
nr	SMILES	CatB mixtures	FXIa mix inh	A340 absorber	CatS inh	FXIIa mix inh	C1s inh	CatB inh	Cathepsin G inh	CatL inh
51	Cc1ccccc1NS(=O)(=O)c1cc(C(=O)NCc2ccco2)ccc1C	8	9	1	-9	10	-11	1	8	7
52	CCOC(=O)Cc1csc(NC(NC(=O)CC)(C(F)(F)F)C(F)(F)F)n1	3	7	1	-3	10	7	1	8	15
53	COc1cccc(N(C(=O)Cn2nnc3ccccc32)C(C(=O)NCc2ccco2)c2cccnc2)c1 (stereo not given)	2	5	1.1	-7	7	0	4	7	7
54	CCC(=O)Nc1ccccc1Oc1ccccc1	4	8	1	3	3	-1	3	4	-6
55	O=C(NCc1ccccn1)C1CCN(S(=O)(=O)c2cnc[nH]2)CC1	4	6	0.98	-14	14	2	-5	-1	10
56	COC(=O)c1[nH]c2cccc(OC)c2c1NC(=O)CCN1CCN(c2ccccc2F)CC1	8	7	1	1	-9	-6	-1	2	-16
57	Cc1occc1C(=O)Nc1nn[nH]n1	1	4	1	24	-16	-5	2	0	5
58	COCCNC(=O)c1cc2c(=O)n3cccc(C)c3nc2n1C	1	0	1.1	18	9	-28	-1	-9	/
59	Cc1nn(-c2ccccc2)c2sc(C(=O)N(CC(=O)NC3CCCC3)Cc3ccco3)cc12	1	6	1.1	-6	9	-2	2	-9	-12
60	Cc1ccccc1CS(=O)(=O)Cc1ccc(C(=O)NCCCN2CCCC2=O)o1	4	12	1	5	-2	17	0	12	24
61	Cc1ccc(NC(=O)Cn2cnc3c(cnn3C(C)(C)C)c2=O)cc1	4	3	0.97	2	5	22	3	15	25
62	N#CCCCSC1=C(C#N)C(c2ccccc2Cl)CC(=O)N1 (stereo not given)	3	11	1	-5	7	-27	-3	-1	/
63	Cc1c(C(=O)O)oc2ccc(S(=O)(=O)N3CCC(C)CC3)cc12	2	4	0.99	3	12	9	6	7	-3
64	CC1CN(c2nnnn2-c2ccccc2)CC(C)O1 (stereo not given)	7	4	1	5	3	-32	5	-10	/
65	Cn1c(=O)c2c(nc(Sc3nc4ccccc4n3CC(=O)N3CCCCC3)n2C)n(C)c1=O	7	6	1	5	-20	17	4	11	3
66	O=C(NC1CCCC1)C(c1ccc(O)cc1)N(CC1CCCO1)C(=O)C1COc2ccccc2O1 (stereo not given)	-7	6	1	7	8	3	1	11	8

Source: PubChem BioAssay
